MCL1-BIM inh: inhibitors of MCL1 binding to BIM-BH3, primary screen, biochemical, fluorescence polarization; GST-MCL1 / FITC-Bim-BH3 fluorescence polarization; inhibition, % at 10.9 µM; hit rate 0.68% among 320,000; AID 2057, 2009;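 active = inhibition above the mean inhibition of all tested compounds plus 3 SD, set per campaign, cut at about 40% in these data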;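 also: 0% = DMSO wells and 100% = unlabeled Bim-BH3 peptide control; higher means more loss of mP so more displacement of Bim peptide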
Bcl-xL primary: inhibitors of human Bcl-xL, primary screen, biochemical, fluorescence polarization, HTS; inhibition, % at 10.9 µM; GST-Bcl-xL / FITC-Bim BH3 peptide fluorescence polarization; Bcl-2-like protein 1 (Homo sapiens), Q07817; hit rate 0.7% among 320,000;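 active = inhibition above the mean of all tested compounds plus 3 SD, cutoff set per campaign, cut at about 30% in these data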;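 also: 0% = DMSO wells and 100% = unlabeled Bim-BH3 peptide competitor; inhibitors lower millipolarization by displacing the labeled peptide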
Target sequence (Q07817 whole entry, looked up): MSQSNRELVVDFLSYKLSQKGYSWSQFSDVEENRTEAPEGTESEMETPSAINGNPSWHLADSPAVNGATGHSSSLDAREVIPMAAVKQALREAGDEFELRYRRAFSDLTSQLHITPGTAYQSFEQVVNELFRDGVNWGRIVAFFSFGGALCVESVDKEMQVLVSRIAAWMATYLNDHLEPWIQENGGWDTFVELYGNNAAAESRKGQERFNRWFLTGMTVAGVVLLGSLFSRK
VLA-4 inh: inhibition in human VLA-4 binding assay, primary screen, VLA-4 allosteric modulator project, MLPCN library, flow cytometry, VLA-4 expressing cells. hit rate 0.2% among 330,000. Integrin alpha-4 (Homo sapiens), P13612. inhibition, % (about 7 µM as worked out from the volumes in the protocol). ligand binding flow cytometry; in the data active = inhibition above about 50%
CIT2-GFP yeast: modulators of CIT2-GFP expression in yeast, primary screen, S. cerevisiae, GFP fusion, multiplex flow cytometry, MLPCN library; GFP response vs DMSO, % at 10 µM; AID 2029, 2009; hit rate 0.065% among 320,000; S. cerevisiae CIT2-GFP strain, 3 h; 100 means same as DMSO wells;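 active = GFP response relative to DMSO above a set limit, near the screen mean plus 3 SD, cut at about 150% in these data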;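 also: ratio of well median GFP fluorescence to mean of DMSO wells on the plate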
GLD-1 RNA inh: GLD-1/TGE RNA complex disruptors, primary screen, biochemical, fluorescence polarization | Female germline-specific tumor suppressor gld-1 (Caenorhabditis elegans), Q17339 | purified GLD-1 + fluorescein TGE RNA | inhibition, % at 5.96 µM | hit rate 0.44% among 320,000;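 active = percent inhibition above a per-plate cutoff, the plate mean of test compounds plus 3 SD, cut at about 30% in these data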;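 also: 0% = DMSO wells with GLD-1 and probe and 100% = wells lacking GLD-1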
Target sequence (Q17339 whole entry, looked up): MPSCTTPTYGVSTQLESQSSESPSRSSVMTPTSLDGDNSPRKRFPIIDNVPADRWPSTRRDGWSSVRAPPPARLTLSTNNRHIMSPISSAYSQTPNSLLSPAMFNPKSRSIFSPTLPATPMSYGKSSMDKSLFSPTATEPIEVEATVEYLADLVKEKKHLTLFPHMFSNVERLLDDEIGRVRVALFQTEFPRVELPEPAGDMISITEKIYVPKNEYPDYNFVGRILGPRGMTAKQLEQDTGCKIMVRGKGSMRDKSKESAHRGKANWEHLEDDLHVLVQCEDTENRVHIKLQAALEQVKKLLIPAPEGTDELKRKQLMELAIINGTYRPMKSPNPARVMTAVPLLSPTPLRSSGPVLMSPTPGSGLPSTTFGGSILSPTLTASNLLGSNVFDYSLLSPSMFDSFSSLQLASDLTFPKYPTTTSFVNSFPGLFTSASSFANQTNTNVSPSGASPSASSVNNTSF
GRK2 aptamer HTS: compounds blocking aptamer binding on GRK2 – biochemical, human GRK2, bead flow cytometry, HTS, primary screen; inhibition of aptamer binding, % at 10 µM; FAM-aptamer displacement from GRK2; hit rate 0.59% among 330,000;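 active = inhibition of aptamer binding above 40%, roughly 3 SD of noise, on plates passing a quality check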;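 also: median bead fluorescence of bound FAM aptamer so fluorescent compounds give negative values; no value below 0 was filed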
MEX-5 binding: MEX-5 zinc finger RNA-binding disruptors – biochemical, C. elegans, fluorescence polarization, MLPCN library, primary screen; MEX-5/FITC-TCR2 RNA binding; active compounds read low; activity score (negative = inhibition of binding), % at 10 µM; hit rate 0.38% among 300,000; AID 1832, 2009;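 active = inhibition past about -25% in most replicates, and total fluorescence under double the plate's negative control median, limit read from the data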;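 also: 0% = DMSO and -100% = 5 µM competing unlabeled TCR2 RNA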
CR mimetic SO: reduction of superoxide in aged yeast, primary screen, HTS; S. cerevisiae aged cells, superoxide DHE fluorescence; active compounds read low; superoxide response (% of plate mean), % at 10 µM; hit rate 0.18% among 330,000; AID 2690, 2010;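 active = superoxide response under a set limit, about three screen SD below normal, cut at about 65% in these data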;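 also: yeast aged for seven days with compound at 30 °C before DHE staining; 100% = average MFI of all compound-treated wells on the plate with controls excluded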
AGP1 TOR yeast: modulators of AGP1-GFP expression in yeast TOR pathway, primary screen, cell-based, multiplex flow cytometry, S. cerevisiae, MLPCN library | 3 h; GFP as percent of DMSO wells | GFP response vs DMSO, % at 10 µM | hit rate 0.02% among 320,000;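 active = GFP response relative to DMSO above a set limit, near screen average plus 3 SD, cut at about 150% in these data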;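 also: median GFP channel fluorescence of the gated AGP1 strain per well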
* marks the source's active call; other numbers are inactive results; . = not tested or not shown.

SMILES	MCL1-BIM inh	Bcl-xL primary	VLA-4 inh	CIT2-GFP yeast	GLD-1 RNA inh	GRK2 aptamer HTS	MEX-5 binding	CR mimetic SO	AGP1 TOR yeast
CC(C)(O)CC[C@@H](O)[C@](C)(O)[C@H]1CC[C@@]2(O)C3=CC(=O)[C@@H]4C[C@@H](O)[C@@H](O)C[C@]4(C)C3CC[C@]12C (stereo not given in full)	2	4	-8	104	3	0	1.1	128	102
Cc1ccccc1C(=O)N(Cc1nc2ccccc2c(=O)[nH]1)C1CCCC1	-6	3	8	100	1	1	1.1	99	102
O=C(CN1CCOC1=O)N1CCCC(Nc2ccc(F)c(F)c2)C1 (stereo not given)	4	0	13	100	-1	2	0.2	111	103
COc1ccccc1N(CC(=O)N(CC(C)C)CC(C)C)S(=O)(=O)c1cccs1	-1	-6	-2	92	-2	1	-1.5	88	96
O=C1C(Cl)=C(N2CCC(C(=O)O)CC2)C(=O)c2ccccc21	18	21	-4	99	16	0	-7.2	116	99
Cc1c(C(=O)N2CCCC2)c(S(=O)(=O)N2CCN(c3ccccc3F)CC2)c(C)n1C	1	0	7	103	-1	4	0.5	103	108
CC1Sc2n(c3ccccc3[n+]2C)N=C1c1ccccc1 (stereo not given)	-6	-5	16	93	4	3	3.5	99	96
Nc1nc(Cl)cc(Oc2ccc(Cl)cc2)n1	0	8	10	92	4	0	0.5	97	100
O=C1NC(=O)/C(=C/c2ccc(-c3cccc([N+](=O)[O-])c3)o2)S1	.	.	-14	110	.	5	-1.8	92	105
O=c1[nH]cnc2c1nc(SCc1ccccc1)n2C1OC(CO)C(O)C1O (stereo not given)	6	8	51*	98	2	4	-0.7	124	104
Cc1cccc(C)c1N=C1SC(CC(=O)Nc2c(C)cccc2C)C(=O)N1CCc1ccccn1 (stereo not given)	14	5	18	99	-1	1	-0.3	93	98
Cc1coc2c(C)c3oc(=O)c(CCC(=O)N4CCC(C(=O)NCCCC(=O)O)(c5ccccc5)CC4)c(C)c3cc12	0	7	12	101	6	3	-2.7	112	102
COc1cccc(C(=O)O/N=C(\N)c2ccc([N+](=O)[O-])cc2)c1	2	6	-1	107	8	0	-0.1	110	101
CCOC(=O)C1CCN(c2ccc(-c3cccs3)nn2)CC1	-1	0	5	97	1	1	1.2	98	92
CCOC(=O)CNC(=O)CN1C(=O)CC(c2ccco2)Sc2ccccc21 (stereo not given)	-6	-5	18	111	2	2	-3.9	99	98
O=C(OCc1cnc(Cl)s1)c1cccc(Cl)c1	3	1	2	95	-1	0	1.4	83	99
CN(c1ccc(C(=O)Nc2cccnc2)cc1)S(=O)(=O)c1ccc(Cl)cc1	4	2	0	.	4	0	1.1	96	97
COc1ccc(-c2ccc(C(=O)O)o2)c([N+](=O)[O-])c1	4	8	-6	105	-3	0	-2.9	106	102
CCS(=O)(=O)n1nc(C(=O)N2CCOCC2)nc1N	5	-2	16	101	3	8	1.3	109	109
CCN(CC)S(=O)(=O)c1cc(NC(=O)COC(=O)Cn2cnc3ccccc32)ccc1C	5	4	9	95	1	4	2.7	105	98
COc1cccc(NC(=S)N(CCc2nc3cc(C)c(C)cc3[nH]2)Cc2cccnc2)c1	6	0	-5	107	9	2	1.6	105	100
Cc1c2cnn(-c3ccccc3)c(=O)c2c(C)n1CCCC(=O)NCCN1CCN(C)CC1	7	7	-1	117	4	0	-1.8	93	119
CCOC(=O)Cn1c(=O)oc2cc(S(=O)(=O)Nc3cc(OCC)ccc3OCC)ccc21	-6	-3	-18	106	-9	0	.	91	111
Cc1cc(C)cc(C(=O)NCC(=O)OC(C)C(=O)N(C)c2ccccc2)c1 (stereo not given)	5	5	2	100	4	0	2.6	107	88
Cc1ccccc1N1CC(C(=O)NC2CCCC2)CC1=O (stereo not given)	-4	-2	1	98	-2	0	-0.5	110	95
Cc1ccccc1N(C(=O)c1cccs1)c1nc2ccccc2s1	3	7	1	85	1	1	-0.6	102	89
Cc1ccc(C(=O)c2coc3ccc(OCC(=O)O)cc23)cc1	4	8	13	100	5	1	0.8	84	107
CC(=O)OCC1(C)CN(c2ccccc2)N(C(C)=O)C1=O (stereo not given)	-2	4	2	102	-12	1	-0.4	75	103
COc1ccc(-c2nn(-c3ccccc3)cc2C(=O)NCC(c2cccs2)N2CCOCC2)cc1 (stereo not given)	-1	-3	-5	105	-2	1	2.4	109	104
O=C(O)c1cc(-c2ccccc2)nc(-c2ccccc2)c1	-3	5	-5	106	2	8	.	138	86
Cc1nc(-c2cccc(NC(=O)c3ccc(-n4nccc4C)cc3)c2)cs1	0	2	-25	86	9	0	.	121	95
S=C(NC1CCCC1)NN1CCOCC1	12	-1	24	104	5	0	-2.1	106	98
N#Cc1ccccc1NC(=O)CN(Cc1ccccc1)Cc1ccccc1	-5	1	23	98	2	0	0.2	94	101
CCOC(=O)Cc1csc(NC(=S)NC(=O)c2ccc([N+](=O)[O-])cc2)n1	13	6	0	96	2	0	0.6	87	91
CCOc1ccc(-c2csc(C3COc4ccccc4O3)n2)cc1 (stereo not given)	-4	-3	4	104	-1	0	.	102	112
O=C/C(=C\Nc1ccc(C(=O)N2CCOCC2)cc1)c1nc2ccccc2o1	5	-1	0	101	4	1	-10	98	101
CC(=O)c1ccc(NC(=O)CN2CCC(C(=O)c3ccc(F)cc3)CC2)cc1	5	6	2	107	3	0	1.8	91	105
CCCCOc1cccc(C(=O)NC(=S)Nc2ccc(Cl)c(C(=O)O)c2)c1	12	14	9	92	-4	0	-1.2	114	105
CN1CCN(C(=O)c2ccc3nc(-c4ccccc4)c(-c4ccccc4)nc3c2)CC1	6	23	20	94	-3	1	-1.6	99	101
CCC/C(=N/NC(=O)c1csc(C)c1C)c1ccc(Cl)s1	10	-1	6	97	7	3	-1.1	102	105
Cc1nnc(NC(=O)CN2C(=O)NC3(CCCC3)C2=O)s1	-4	-3	-1	100	-1	0	-1.9	91	110
C=CCc1ccc(OCCOc2cccc3ccc(C)nc23)c(OC)c1	-6	0	0	94	9	0	-0.1	122	95
O=C(CN1C(=O)NC2(CCCCCCC2)C1=O)NCc1cccs1	-20	-2	9	108	6	1	0.4	90	105
Cc1ccc(C(=O)Nc2cccc(NC(=O)c3ccc(C)cc3)n2)cc1	7	13	-4	101	-1	0	0.2	104	106
c1ccc(CCC2Cc3ccccc3N2)cc1 (stereo not given)	1	1	5	97	6	2	.	84	96

Of the compounds above, four have two or more sulfur atoms.
SMILES	MCL1-BIM inh	Bcl-xL primary	VLA-4 inh	CIT2-GFP yeast	GLD-1 RNA inh	GRK2 aptamer HTS	MEX-5 binding	CR mimetic SO	AGP1 TOR yeast
COc1ccccc1N(CC(=O)N(CC(C)C)CC(C)C)S(=O)(=O)c1cccs1	-1	-6	-2	92	-2	1	-1.5	88	96
Cc1ccccc1N(C(=O)c1cccs1)c1nc2ccccc2s1	3	7	1	85	1	1	-0.6	102	89
CCOC(=O)Cc1csc(NC(=S)NC(=O)c2ccc([N+](=O)[O-])cc2)n1	13	6	0	96	2	0	0.6	87	91
CCC/C(=N/NC(=O)c1csc(C)c1C)c1ccc(Cl)s1	10	-1	6	97	7	3	-1.1	102	105

(more compounds)
SMILES	MCL1-BIM inh	Bcl-xL primary	VLA-4 inh	CIT2-GFP yeast	GLD-1 RNA inh	GRK2 aptamer HTS	MEX-5 binding	CR mimetic SO	AGP1 TOR yeast
O=C(COC(=O)c1cccs1)Nc1ccccc1Cl	2	4	6	93	-2	0	0.2	101	101
CC(C)(C)n1cnnc1Sc1ccc([N+](=O)[O-])cn1	4	4	-1	94	2	4	-0.1	89	109
O=C(NNC(=O)C(c1ccccc1)c1ccccc1)c1ccccn1	7	4	2	107	-2	0	-2.5	99	104
CCOC(=O)COc1ccc(/C=C2/SC(=Nc3ccccc3)N(Cc3cccnc3)C2=O)cc1OC	-1	0	3	101	0	2	-1.1	98	88
O=C(Nc1cccc(S(=O)(=O)Nc2ccc(Cl)cc2)c1)c1ccccn1	2	4	4	95	-2	0	.	101	110
Cc1cc(C)cc(NC(=S)N2CCC(c3nc4ccccc4s3)CC2)c1	4	3	9	103	6	0	0.8	94	99

An excerpt of these results, with each value named:
molecule: CCCCOc1cccc(C(=O)NC(=S)Nc2ccc(Cl)c(C(=O)O)c2)c1
  MCL1-BIM inh = 12
  Bcl-xL primary = 14
  VLA-4 inh = 9
  CIT2-GFP yeast = 92
  GLD-1 RNA inh = -4
  GRK2 aptamer HTS = 0
  MEX-5 binding = -1.2
  CR mimetic SO = 114
  AGP1 TOR yeast = 105

molecule: CN1CCN(C(=O)c2ccc3nc(-c4ccccc4)c(-c4ccccc4)nc3c2)CC1
  MCL1-BIM inh = 6
  Bcl-xL primary = 23
  VLA-4 inh = 20
  CIT2-GFP yeast = 94
  GLD-1 RNA inh = -3
  GRK2 aptamer HTS = 1
  MEX-5 binding = -1.6
  CR mimetic SO = 99
  AGP1 TOR yeast = 101

molecule: CCC/C(=N/NC(=O)c1csc(C)c1C)c1ccc(Cl)s1
  MCL1-BIM inh = 10
  Bcl-xL primary = -1
  VLA-4 inh = 6
  CIT2-GFP yeast = 97
  GLD-1 RNA inh = 7
  GRK2 aptamer HTS = 3
  MEX-5 binding = -1.1
  CR mimetic SO = 102
  AGP1 TOR yeast = 105

molecule: Cc1nnc(NC(=O)CN2C(=O)NC3(CCCC3)C2=O)s1
  MCL1-BIM inh = -4
  Bcl-xL primary = -3
  VLA-4 inh = -1
  CIT2-GFP yeast = 100
  GLD-1 RNA inh = -1
  GRK2 aptamer HTS = 0
  MEX-5 binding = -1.9
  CR mimetic SO = 91
  AGP1 TOR yeast = 110

Molecules from the list above containing an aryl thioether with sulfur outside any ring (2):
SMILES	MCL1-BIM inh	Bcl-xL primary	VLA-4 inh	CIT2-GFP yeast	GLD-1 RNA inh	GRK2 aptamer HTS	MEX-5 binding	CR mimetic SO	AGP1 TOR yeast
O=c1[nH]cnc2c1nc(SCc1ccccc1)n2C1OC(CO)C(O)C1O (stereo not given)	6	8	51*	98	2	4	-0.7	124	104
CC(C)(C)n1cnnc1Sc1ccc([N+](=O)[O-])cn1	4	4	-1	94	2	4	-0.1	89	109

From PubChem
